hgDAF-12 ag: H. glycines DAF-12 receptor agonists, primary screen, cell-based, luminescence, HEK293, GAL4 fusion, UAS-luciferase | Nuclear hormone receptor DAF-12 (Heterodera glycines), GAL4 fusion | HEK293 GAL4-hgDAF12 UAS-luciferase reporter, agonist luminescence; normalized to butyrate control | activation, % at 6.8 µM | 370,000 compounds, 1.8% hits;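 active means activation above a cutoff set at the mean of all screened compounds plus 3 SD, cut at about 10% in these data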;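 further: 0% = DMSO wells and 100% = sodium butyrate wells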
HGIII-sPLA2 inh: human group III sPLA2 inhibitors, primary screen, biochemical, QFRET, BODIPY PC-A2 liposome substrate. Group 3 secretory phospholipase A2 (Homo sapiens), Q9NZ20. QFRET BODIPY PC-A2 liposome hydrolysis, fluorescence. inhibition, % at 12.2 µM. 370,000 compounds, 0.56% hits. AID 743126, 2013;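 active means inhibition above mean plus 3 SD of compounds lying within the high and low control bounds, cut at about 19% in these data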;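 further: 0% = median of test compound wells and 100% = no enzyme DMSO wells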
proKLK7 act: proKLK7 zymogen activators, primary screen, biochemical, fluorescence intensity; Kallikrein-7 (Homo sapiens), P49862; purified proKLK7, EDANS-DABCYL substrate fluorescence; 100% is mature enzyme control, 0% vehicle; activation, % at 7 µM; 370,000 compounds, 0.9% hits;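 active means activation above the mean of all tested compounds plus 3 SD, computed per campaign excluding outliers beyond control limits, cut at about 13% in these data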
GAA850 FXN act: FXN promoter activators, primary screen, cell-based, luciferase luminescence, HEK293 lucGAA850 | HEK293 lucGAA850 FXN promoter luciferase reporter, 24 h; percent of 10 µM SAHA response | activation, % at 6 µM | 360,000 compounds, 0.56% hits | AID 540364, 2011;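 active means activation above the average of all compounds screened plus 3 SD, cutoff fixed separately per campaign, cut at about 7.5% in these data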;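 further: 0% = DMSO wells and 100% = 10 µM SAHA wells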
DAX1 inh-1: DAX1 (NR0B1) inhibitors, primary screen, cell-based, HEK293, Gal4-DAX1, luciferase luminescence; Nuclear receptor subfamily 0 group B member 1 (Homo sapiens), P51843; HEK293 Gal4-DAX1 luciferase reporter; inhibition, % at 6.75 µM; 340,000 compounds, 0.99% hits; AID 504766, 2011;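 active means inhibition above the mean over all tested compounds plus 3 SD, cut at about 4.2% in these data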;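 further: 0% = DAX1-transfected cells with DMSO and 100% = empty-vector control cells with DMSO; inhibition shows as a rise in luminescence from relieved DAX1 repression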
ssDAF12 agonist: S. stercoralis DAF-12 nuclear receptor activators, primary screen, cell-based, luminescence, HEK293, GRIP1 co-expression, lit1-tk-luc; HEK293 ssDAF-12/GRIP1 lit1-tk-luc reporter; % of 3 µM dafachronic acid response; activation, % at 6.8 µM; 370,000 compounds, 1% hits; AID 652126, 2013;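 active means activation above the mean over all tested compounds plus 3 SD, cut at about 0.9% in these data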;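 further: 0% = DMSO-only wells and 100% = 3 µM delta7-dafachronic acid wells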
NPR2 activator: human GC-B receptor activators, primary screen, HEK293 GC-B cells, cGMP TR-FRET, EC30 CNP; Atrial natriuretic peptide receptor 2 (Homo sapiens), P20594; 0% at EC30 CNP, 100% saturating CNP; activation, % at 10 µM; 370,000 compounds, 0.11% hits; AID 1920062, 2024;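 active means activation at 10 µM reaching about 35% in either raw or pattern-adjusted values, limit read from the data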
Target sequence (P20594 whole entry, looked up): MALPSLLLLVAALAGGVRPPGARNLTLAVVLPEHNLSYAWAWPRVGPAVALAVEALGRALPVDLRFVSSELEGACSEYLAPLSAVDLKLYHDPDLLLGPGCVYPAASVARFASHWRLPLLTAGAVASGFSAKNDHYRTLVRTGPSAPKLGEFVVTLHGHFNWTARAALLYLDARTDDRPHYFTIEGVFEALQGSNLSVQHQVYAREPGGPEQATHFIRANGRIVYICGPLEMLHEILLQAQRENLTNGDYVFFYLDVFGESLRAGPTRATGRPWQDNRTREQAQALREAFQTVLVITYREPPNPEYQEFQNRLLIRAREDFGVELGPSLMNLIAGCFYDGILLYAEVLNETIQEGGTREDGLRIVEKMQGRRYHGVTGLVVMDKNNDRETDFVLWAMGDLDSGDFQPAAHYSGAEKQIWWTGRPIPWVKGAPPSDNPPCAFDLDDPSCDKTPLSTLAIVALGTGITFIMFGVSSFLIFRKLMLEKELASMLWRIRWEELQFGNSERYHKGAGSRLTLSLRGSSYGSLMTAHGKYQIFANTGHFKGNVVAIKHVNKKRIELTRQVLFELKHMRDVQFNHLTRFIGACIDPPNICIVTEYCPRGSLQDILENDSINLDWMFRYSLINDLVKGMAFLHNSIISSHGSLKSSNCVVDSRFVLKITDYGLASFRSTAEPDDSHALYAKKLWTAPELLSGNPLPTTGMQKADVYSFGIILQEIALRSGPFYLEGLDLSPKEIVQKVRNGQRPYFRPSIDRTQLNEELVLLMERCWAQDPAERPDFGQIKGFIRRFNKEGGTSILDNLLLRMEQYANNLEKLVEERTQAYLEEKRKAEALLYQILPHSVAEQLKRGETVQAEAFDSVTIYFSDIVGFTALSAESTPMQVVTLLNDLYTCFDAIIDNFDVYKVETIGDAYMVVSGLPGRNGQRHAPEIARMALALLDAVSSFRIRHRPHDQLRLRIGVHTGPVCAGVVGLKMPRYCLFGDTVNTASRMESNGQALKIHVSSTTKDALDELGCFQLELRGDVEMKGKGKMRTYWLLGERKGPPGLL
NPR1 activator: GC-A stimulated cGMP production enhancers – HEK293 GC-A cells, cGMP TR-FRET, EC30 ANP, primary screen. 370,000 compounds, 0.14% hits. AID 1671463, 2021. Atrial natriuretic peptide receptor 1 (Homo sapiens), P16066. 0% at EC30 ANP, 100% saturating ANP. activation, % at 10 µM; in the data active means activation above about 40%
DAX1 inh-2: DAX1 (NR0B1) inhibitors on StAR promoter, primary screen, cell-based, luminescence, SF-1 (NR5A1), full-length DAX-1; HEK293T StAR-luciferase reporter, SF-1/DAX-1 repression relief; 370,000 compounds, 1.1% hits; AID 652010, 2013; inhibition, % at 6.8 µM;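 active means inhibition above the mean over all tested compounds plus 3 SD, cut at about 3.6% in these data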;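 further: 0% = DAX-1 cells with DMSO and 100% = cells lacking DAX-1 with DMSO; higher inhibition means more luminescence from relief of DAX-1 repression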
SMARCA2 activ: SMARCA2 (BRM) function activators, primary screen, cell-based, luminescence, high throughput. 370,000 compounds, 1% hits. activation, % at 9.1 µM. MG213 cells, MMTV-luciferase reporter, dexamethasone, overnight; in the data active means activation above about 7.8%;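 further: 0% = vehicle wells and 100% = reference activator wells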
hcDAF-12 act: H. contortus DAF-12 nuclear receptor activators, primary screen, cell-based, luminescence, HEK293, lit1-tk-luc reporter | HEK293 hcDAF-12 lit1-tk-luc reporter; 0% DMSO, 100% Δ7-dafachronic acid | activation, % at 6.8 µM | 370,000 compounds, 1.4% hits;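 active means activation above the mean of all tested compounds plus 3 SD, cut at about 5.5% in these data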;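 further: 100% = response to 3 µM Δ7-dafachronic acid high control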
The depositor's hits bear a star; / = not tested or not shown. Compounds were not picked by outcome; overall some 6.7% were active at least once.

SMILES	hgDAF-12 ag	HGIII-sPLA2 inh	proKLK7 act	GAA850 FXN act	DAX1 inh-1	ssDAF12 agonist	NPR2 activator	NPR1 activator	DAX1 inh-2	SMARCA2 activ	hcDAF-12 act
CC(OC(=O)c1cccc(S(=O)(=O)N2CCOCC2)c1)C(=O)NC1CCCCC1C (configuration not stated)	18*	9	-0.1	-0.9	0.3	-1.1	-2	0	-0.1	0	-0.4
Cc1cc2ccccn2c1C(=O)c1nc(NCc2ccco2)ncc1Cl	-2.5	2	-0.1	0.5	3.8	-2.2	-7	-11	-1.0	0	-2.3
CCOc1c(Cl)cc(C(=O)Nc2ccccc2-c2ccccc2)cc1Cl	-0.6	-2	-0.3	4.1	-0.6	-0.3	-6	-3	0.4	1	0.8
CN[C@H]1C[C@H]2c3[nH]c4c(-c5ccc6c(c5)OCO6)cccc4c3CCN2C(=O)[C@H]1[C@H](C)O	0.7	-17	0.2	/	/	-0.1	-17	-13	-0.1	4	-2.0
CCCOc1ccc(N2C(=O)CC(SCCN)C2=O)cc1 (configuration not stated)	9.7	2	-0.8	2.0	2.2	-0.2	7	-1	2.6	10*	4.0
O=C(Nc1nccs1)c1ccc(S(=O)(=O)NCc2cccs2)cc1	-0.2	0	0.1	2.5	-1.3	-1.6	1	-7	-0.8	-2	-3.4
CCOc1ccc(-n2cc(-c3ccc(OC)c(OC)c3)[nH]c2=S)cc1	0.1	14	1.2	3.0	-1.3	-0.8	-8	-5	-0.8	-3	0.0
N#Cc1nc(-c2cccc(Cl)c2)oc1N1CCC(C(N)=O)CC1	0.7	7	1.1	0.2	3.0	-1.6	-1	7	-0.3	-4	-1.9
Cc1cccc(Nc2nc3c(c(=O)n(C)c(=O)n3C)n2CC(O)CO)c1 (configuration not stated)	-0.2	5	0.5	0.9	-0.3	-0.4	2	0	0.3	-3	2.5
CCc1ccc(OC(C)C(=O)N(Cc2ccco2)C2CCS(=O)(=O)C2)cc1 (configuration not stated)	1.4	-5	0.3	0.5	-0.6	-0.8	-1	-1	0.5	0	0.5
CCCCOC(=O)C1=C(C)NC2(O)c3ccccc3C(=O)C12O (configuration not stated)	-2.0	10	0.3	1.7	0.7	-1.1	-1	7	0.2	-1	-1.1
CC(C)CC(=O)NC(=S)N1CCCCCC1	-1.6	5	-13	-1.6	-0.7	-1.4	1	1	-0.1	0	-2.6
COc1cccc(OC)c1C(=O)n1nc(C)cc1C	-1.8	6	0.1	-0.8	1.9	-1.0	-1	-2	-0.8	3	-0.6
COc1ccccc1Nc1cc(C(=O)NC2CCCC2)c2ccccc2n1	-0.2	6	1.0	-2.5	-0.5	-0.9	-3	13	-0.6	1	-0.1
COC(=O)[C@]12C[C@H](CC(=O)NCCCCc3ccccc3)C(=O)N(Cc3ccco3)C1=C[C@H](COCc1ccccc1)O[C@@H]2C	4.2	-17	-0.1	/	/	-1.4	-3	-6	-1.4	1	-1.3
Cc1oc2c(Cl)c(Cl)c(O)c(CN(C)C)c2c1C(=O)c1ccc(Cl)cc1	8.8	-23	-0.6	-5.6	-2.1	-1.0	0	1	-0.5	-2	-2.7
O=C(CC(=O)NCCc1ccccc1)NCCc1ccccc1	3.1	-3	-0.2	0.3	-1.0	-0.7	-1	3	-0.4	2	-1.7
CCCCn1nnnc1SCC(=O)Nc1ccc(F)cc1	1.1	0	0.7	0.8	-1.2	-1.2	0	0	-0.5	1	-0.1
CCOC(=O)C(Cc1ccccc1)NC(=O)Cn1nnc(-c2ccc(SC)cc2)n1 (configuration not stated)	2.5	-20	-0.2	1.6	-0.3	-1.4	5	7	-1.4	-1	-1.4
COC(=O)C1CCC(C)(C(=O)Nc2ccccc2)C1(C)C (configuration not stated)	0.4	-2	-0.2	3.2	0.5	-1.3	6	0	0.4	4	-1.4
C=CC1C(OC2OC(CO)C(O)C(O)C2O)OC=C(C(=O)OC)C1CC1CC(=O)CC(CC(=O)CCc2ccc(O)cc2)O1 (configuration not stated)	2.3	-1	-0.5	0.1	1.6	-0.8	7	3	0.4	1	1.1
CC(=O)NCC1CCN(C(=O)C2CCC(=O)N(CCc3cccc(F)c3)C2)CC1 (configuration not stated)	-0.3	3	0.8	1.4	0.9	-0.6	2	-1	0.6	1	-0.5
Oc1ccc(-c2nc3c4c(ncn3n2)-c2ccccc2CC42CCCC2)cc1	0.1	6	-0.3	1.7	1.5	-1.0	-10	-19	-0.3	1	-0.6
CC(C)C[C@H](NC(=O)c1nc[nH]c1C(=O)NC1CCN(C(=O)OC(C)(C)C)CC1)C(=O)OC(C)(C)C	-1.1	-7	0.8	-1.1	-1.0	-1.1	3	1	-0.8	1	-1.1
Cn1nc(CC(=O)NCc2cccc3ccccc23)c2ccccc2c1=O	-1.2	-2	-0.4	0.9	-0.9	-1.5	-4	-1	-0.7	0	-1.5
O=C(CC1(O)C(=O)N(Cc2ccccc2)c2ccccc21)c1ccc2c(c1)OCO2 (configuration not stated)	-2.7	-7	-0.2	-0.5	-1.2	-1.5	4	-1	-0.2	0	-2.0
CCOC(=O)c1ccc(NS(=O)(=O)c2ccc3c(c2)CCCN3C(C)=O)cc1	-1.1	-12	-0.5	-0.4	-1.6	0.1	5	-3	-1.0	1	-0.3
O=S(=O)(Nc1ccncc1)c1ccc(Cl)c(Cl)c1	-1.2	-26	0.1	2.6	2.5	-1.2	5	1	0.1	1	2.9
COc1ccc(CCC(=O)Nc2ccc(N3CCOCC3)c(S(=O)(=O)Nc3ccc(OC)cc3)c2)cc1	-3.2	-13	0.8	1.2	-1.1	-1.6	-5	-2	0.0	0	-3.0
COc1cccc(CNC(=O)CCc2nnc3ccc(NCCCN4CCCC4=O)nn23)c1	1.4	3	0.7	0.9	0.6	-1.0	3	0	-0.8	-2	-2.7
COc1ccc(NC(=O)Nc2cccc(C)n2)c(OC)c1	0.9	-20	0.0	4.1	-1.4	-0.5	5	0	1.5	1	2.3
CCCc1cc(=O)n2[nH]c(NCc3c(F)cccc3Cl)nc2n1	-1.2	8	0.1	1.5	0.7	-1.2	3	-1	-0.1	-3	-1.2
CN(C)Cc1c(O)ccc2occ(C(=O)c3ccc(F)cc3)c12	-0.9	-11	-0.6	-1.0	-0.1	-1.2	-4	-4	-0.3	2	0.0
c1ccc2c(Oc3ccc4c(c3)OCO4)nncc2c1	9.2	0	-0.5	4.1	0.2	0.0	1	2	2.9	7	2.9
Clc1ccccc1N=Nc1ccccn1	3.6	-63	0.1	3.5	1.6	-1.0	-1	2	0.4	6	1.5
CCOC(=O)N1CCN(C(=O)C(C)SCc2ccccc2)CC1 (configuration not stated)	0.6	6	-0.3	-1.4	1.2	-1.0	0	5	0.1	-2	-1.5
N#Cc1ccc(C(=O)Nc2cccc3ncccc23)c(F)c1	1.2	15	0.5	-0.7	-1.7	-1.8	-2	0	-0.6	-2	-1.0
CN(C(=O)C=Cc1ccco1)c1ccccc1	2.8	-5	0.2	2.3	2.3	-1.4	-5	-2	0.4	2	-0.4
COc1ccc(C2=NOC(Cn3nc(C(=O)NCc4ccc5c(c4)OCO5)cc3-c3ccccc3)C2)cc1 (configuration not stated)	-1.1	2	0.8	-1.1	1.6	-1.6	9	-1	-0.3	0	-1.0
Cc1ccccc1OCCn1cnc2c(N)ncnc21	2.6	-3	-0.1	7.3	-0.7	-1.4	2	0	-1.0	4	-2.0
CCCN(C(=O)CCc1cn(CCC)c2ccccc12)c1ccc(Oc2cccnc2)cc1	3.8	-58	0.8	/	/	-1.3	-8	-7	-0.2	2	-0.5
COc1ccc2[nH]c3c(c2c1)CCN1C(=O)C(CC(=O)NCc2ccco2)C[C@H](C(=O)N2CCCCC2)[C@@]31C (some centres not stated)	1.4	1	0.2	-0.4	-0.1	-1.2	-6	-8	-1.7	-3	-1.2
CC(C(=O)N1CCc2ccccc2C1)N(c1ccccc1)S(C)(=O)=O (configuration not stated)	-0.2	7	-0.1	-0.1	0.3	-1.3	1	-5	-0.1	-3	-1.3
CC(=O)c1cccc(-n2nnnc2SCC(=O)Nc2ccccc2N2CCCCC2)c1	-1.1	-32	0.4	-1.8	-0.1	-1.8	-4	-1	-1.3	-2	-3.6
CN(C)c1ccc(CNc2ccccn2)cc1	6.4	3	0.2	4.2	1.4	-1.1	0	-3	-0.1	3	-0.3
Cc1ccc(S(=O)(=O)C2(C(=O)NCCc3ccccc3)CC2)cc1	0.1	-4	0.1	1.9	2.7	-0.6	2	-1	-0.3	-2	0.1
CC(=O)c1c(C)[nH]c(C(=O)Nc2ccc(Cl)cc2)c1C	9.4	4	-0.7	4.5	1.4	0.1	0	3	1.5	2	3.7
CC(C)c1ccc(CN2C(=O)c3ccccc3S2(=O)=O)cc1	2.1	1	-1.4	3.2	-0.7	-0.9	-3	-3	0.0	-2	-0.4
O=C(Nc1c(C(=O)N2CCOCC2)cnn1-c1ccccc1)c1ccccc1F	-0.2	6	0.3	0.9	-0.3	-0.7	3	4	-0.2	1	-0.1
COc1ccc2[nH]c(O)c(N=NC(=N)N)c2c1	-1.2	2	0.3	2.7	-0.9	-0.3	-9	-5	0.5	-5	-1.1
Cc1nn(Cc2ccc(F)cc2)c(C)c1NC(=O)C1c2ccccc2Oc2ccccc21	-2.4	-14	0.0	-2.1	1.5	-2.0	-8	-5	0.7	-3	-2.5
Cc1onc(-c2ccccc2Cl)c1C(=O)N(Cc1ccc(N(C)C)cc1)C(C)C	-1.6	7	0.0	-2.5	1.0	-1.5	18	15	-0.7	-1	-2.9

Compound activity (PubChem)
